Compound activity as filed in PubChem.
ARNT-TACC3 inh = disruptors of ARNT/TACC3 protein interaction, primary screen, biochemical, AlphaScreen, single concentration; Transforming acidic coiled-coil-containing protein 3 (Homo sapiens), Q9Y6A5; AlphaScreen His-ARNT PAS-B/GST-TACC3 binding, luminescence; TACC3 fragment carries E629A point mutation; inhibition, % at 9.99 µM; hit rate 0.66% among 390,000;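 active means mean inhibition of replicates at least 50% and at least half of replicates each reaching 50%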;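 further: 0% = complete ARNT plus TACC3 wells and 100% = ARNT alone without TACC3; many hits fall short of the cut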
An asterisk follows results filed as active.

SMILES	ARNT-TACC3 inh
Cc1c(C=O)cnn1CCC(=O)O	1.3
O=C(c1cnn2c(C(F)(F)F)cc(-c3ccco3)nc12)N1CCCCCC1	-8.4
COc1cc(NC(=O)c2cc3ccccc3o2)c(OC)cc1Cl	-1.6
Cc1cc(C)n(CC(=O)NCc2cc(-c3nn(C)c(=O)c4ccccc34)ccc2C)n1	-6.3
O=C(NNC1=C(C(=O)C(F)(F)F)CCC1)c1ccccc1O	63.2*
O=[N+]([O-])c1ccc(NC(=S)N2CCN(c3ccc(F)cc3)CC2)cc1	-12.0
COc1ccnc(Oc2ccc(F)cc2)c1C(=O)N/C=N/OCc1ccc(F)cc1	-5.0
CCCCC(=O)Nc1cccc2c1C(=O)N(c1ccccc1)C2=O	-1.3
O=C(O)CC(Cn1[nH]nnc1=S)c1ccccc1 (stereo not drawn)	-11.3
CCOCCCn1c(=S)[nH]c2cc(C(=O)NCCOC)ccc2c1=O	-1.5
CCCN1CCC2(CC1)NC(C(=O)O)Cc1c2[nH]c2ccccc12 (stereo not drawn)	-2.7
CCCCCC#CCN1CCN(C23CC4CC(CC(C4)C2)C3)CC1	5.2
Cc1cc(OCC(=O)O)c2cccc(C)c2n1	1.3
CC1CC(C)CN(C(=O)COc2ccc(-c3nnco3)cc2)C1 (stereo not drawn)	-7.0
CCCN(CCC)c1nc(N)c(C#N)c(CC#N)c1C#N	-4.8
Cc1cc(C)n(-c2nc(NCCO)c3c4c(sc3n2)CCCC4)n1	-3.2
Cc1ccccc1-c1noc(CCC(=O)NCC2CCCO2)n1 (stereo not drawn)	0.3
CC(=O)c1cccc(N=C2NC(=O)CS2)c1	-7.5
COc1ccc(-c2ncccc2O)cc1	0.6
O=C(Cc1nc(=O)c2ccccc2s1)Nc1ccccc1	-4.8
O=C(O)CCC(=O)Nc1ccccc1C(=O)NC1CCCCC1	-9.3
O=C(Cc1coc(-c2ccc(F)cc2)n1)NC1CCCCC1	-1.6
CC(C)C[C@H](NC(=O)c1[nH]cnc1C(=O)N[C@@H](C)c1ccccc1)C(=O)OCc1ccccc1	-0.2
CC(C)Cc1cc(C(=O)O)n[nH]1	-4.5
CC(C)CC(=O)Nc1ccc(C(=O)NNC(=O)C(c2ccccc2)c2ccccc2)cc1	4.0
COc1ccc2c(c1)C1OCCC1C(c1ccco1)N2 (stereo not drawn)	3.8
O=C1c2ccccc2C(=O)N1OCc1ccc(Cl)cc1	11.2
CCc1nc(OCCN(C)C)c2oc3ccccc3c2n1	-4.6
CCOC(=O)C1=C(C)OC(N)=C(C#N)C1C1CCCCC1 (stereo not drawn)	-10.6
C=CCn1c(SCC(=O)Nc2ccc(C(=O)OCC)cc2)nnc1-c1cccs1	-2.0
COCCNC(=O)C1CCN(S(=O)(=O)c2ccccc2)CC1	-0.3
O=C1c2ccccc2C(=O)N1CCCCSc1nnnn1-c1ccccc1	-5.6
O=C(CN1C(=O)CSC1=O)Nc1ccc(N2CCOCC2)cc1	-1.4
Cc1ccc(C)c(N2CCN(S(=O)(=O)c3c(C)noc3/C=C/N(C)C)CC2)c1	5.7
CC(=O)Oc1ccc(C2OC(=O)c3ccccc3N2C(C)=O)cc1 (stereo not drawn)	-14.5
O=C(COC(=O)c1cncc(Br)c1)NCc1ccco1	-4.1
O=C(N/N=C\C=C\c1ccc2c(c1)OCO2)C1COc2cc3ccccc3cc2O1 (stereo not drawn)	2.7
O=C(N/N=C/c1ccncc1)c1cccs1	15.5
COc1cccc(C(=O)CSc2nnc(CNc3nc(-c4ccccc4)cs3)n2C)c1	3.8
O=C(OCc1ccc(Cl)cc1)c1ccccc1C(=O)c1ccccc1	-5.9
COCCCN(C(=O)c1ccco1)c1nc(-c2cc(OC)ccc2OC)cs1	-10.6
O=C(Nc1cccnc1)c1ccccc1F	-6.0
CSC1=NC2C(N1)N(C)C(=O)N2C (stereo not drawn)	-2.5
Cc1ccc(SCC(=O)Nc2cccc(-c3nnc(-c4ccco4)o3)c2)cc1	-10.9
Cc1ccc(C2C(C#N)=C(N)N(c3ncn[nH]3)C3=C2C(=O)CC(C)(C)C3)cc1 (stereo not drawn)	1.7
COc1ccccc1Nc1nc(-c2ccc([N+](=O)[O-])cc2)nc2ccccc12	-3.1
COc1ccccc1OCCOc1ccc(/C=N/n2cnnc2)cc1	-5.5
CCc1nc(N)c(C#N)c(-c2cccnc2)c1C	-6.3
O=C(COc1ccc(Cl)cc1Cl)N/N=C/CCc1ccccc1	-5.9
COc1ccc(CCC(=O)Nc2nc3ccccc3[nH]2)cc1OC	0.6
NC(=O)c1cc2ccccc2oc1=NCc1ccccc1	1.6
CC(C(=O)NC(=O)NC1CCCCC1)N1CCN(C(c2ccccc2)c2ccccc2)CC1 (stereo not drawn)	0.7
CCOC(=O)NCc1ccc2c(c1)OCO2	-5.2
c1cnc(N2CCN(Cc3c[nH]c4ccccc34)CC2)nc1	9.9
CCOc1ccc(N2CC(C(=O)Oc3ccccc3)CC2=O)cc1 (stereo not drawn)	-0.6
CC1CCc2cc(F)ccc2N1C(=O)CCC(=O)O (stereo not drawn)	-6.5
COc1ccccc1CC1(C)NC(=O)N(CC(=O)N2CCc3ccccc3C2)C1=O (stereo not drawn)	36.6
CCN1CCN(c2sc(S(C)(=O)=O)nc2S(=O)(=O)c2ccc(Cl)cc2)CC1	10.1
O=C(O)CCC(=O)Nc1nc2nc(-c3ccccc3)cc(-c3ccccc3)n2n1	17.2
Cc1ccc(S(=O)(=O)NC(C)(C)CSc2nnc(N)s2)cc1	-2.4
New compounds follow
SMILES	ARNT-TACC3 inh
O=C(CSc1ncnc2nc[nH]c12)N1CCN(c2ccc(Cl)cc2)CC1	1.1
COCCCNS(=O)(=O)c1ccc2c(c1)OCCO2	16.2
CC(=O)OC[C@H]1O[C@@H](n2ncc(=O)[nH]c2=O)[C@H](OC(C)=O)[C@@H]1OC(C)=O	-13.6
COC(=O)[C@@H](NC(=O)NC1CCN(Cc2ccccc2)CC1)C(C)C	-25.0
S=c1[nH]nc(-c2cccnc2)o1	-4.7
COC(=O)c1nn(-c2ccccc2)c(Cl)c1/C=N/OC(=O)c1ccc(Cl)c(Cl)c1	-3.8
CCOc1ccc(NC(=O)CN(C)c2ccc(S(=O)(=O)N3CCOCC3)cn2)cc1OCC	-0.9
CC(C)(C)c1cc(-c2csc(Nc3ccccc3)[n+]2Cc2ccc(C(=O)O)cc2)cc(C(C)(C)C)c1O	3.5
CN(C)CCNC(=O)c1ccc(COc2ccc(Cl)cc2Cl)cc1	1.7
CCCCC1CCC(c2nc(-c3ccccn3)no2)CC1 (stereo not drawn)	3.6
Cc1cccc(C)c1NC(=O)c1ccc(-c2ccc(Cl)cc2Cl)o1	3.5
Cc1csc2c(=O)n3c(nc12)CCCCC3	-7.3
CCCCOC(=O)Nc1cc(C(=O)OC)ccc1C(=O)OC	-1.3
Cc1c(NC(=O)COC(=O)Cc2ccc(Cl)cc2)c(=O)n(-c2ccccc2)n1C	-6.4
N#Cc1cc(-c2ccccc2)oc1NC(=O)c1ccco1	-1.4
Cc1ccc(Sc2nc(-c3ccccc3)ccc2C#N)cc1	-4.8
O=C(Cc1cnn(-c2ccccc2)c1)c1ccc(O)c(O)c1O	-0.4
Cc1cc2cc(CN(Cc3ccc4c(c3)OCO4)C(=O)c3ccco3)c(=O)[nH]c2cc1C	2.8
CCCOc1ccc(C2C(C(=O)OC)=C(C)N=C3SCCC(=O)N32)cc1OCC (stereo not drawn)	24.5
Cc1ccccc1/C=N\NC(=O)c1csnn1	13.0
COc1ccc(CCn2c(N)cc(=O)[nH]c2=S)cc1OC	0.9
CC1(C)CC(=O)C2=C(C1)OC(N)=C(C#N)C2c1ccc(OC(=O)N2CCOCC2)cc1 (stereo not drawn)	0.3
CC1=C(C)CC(C(=O)NCC(=O)c2ccccc2)C(C(=O)O)C1 (stereo not drawn)	-4.4
Clc1ncnc2scc(-c3ccccc3)c12	-11.0
CCOC(=O)c1nnn(-c2nonc2-n2cccc2)c1CCl	-11.1
Cc1cccc(-c2nc(CS(=O)CC(=O)N3CCc4ccccc4C3)c(C)o2)c1 (stereo not drawn)	7.2
O=C(c1ccc2c3c(cccc13)CC2)N1CCOCC1	4.7
Fc1ccc(C2=CC(c3ccc(Br)o3)n3ncnc3N2)cc1 (stereo not drawn)	-1.4
CCOc1cccc(C(=O)Nc2cnn(Cc3ccccc3)c2)c1	2.7
Cc1csc(NC(=O)c2nc(-c3ccccc3)n(-c3ccccc3)n2)n1	12.6
COc1ccc(C(=O)NCC(=O)NCC2(N(C)C)CCCCC2)cc1OC	-4.3
CC(=O)Nc1n[nH]c(S(=O)(=O)Cc2ccc(Cl)cc2Cl)n1	2.7
COc1ccc(S(=O)(=O)N2CCCN(CC(=O)Nc3ccc(OC)c(Cl)c3)CC2)cc1	4.5
CCN(Cc1cc2cc(OC)ccc2[nH]c1=O)C(=O)Cc1ccc(OC)cc1	5.6
CCOC(=O)CSc1nnc(CNC(=O)c2cccs2)n1-c1cc(OC)ccc1OC	0.7
CC1=CC(C)(C)NC(=S)N1c1cccc2ccccc12	1.7
O=C(CCCN1C(=O)c2ccccc2C1=O)Nc1nccs1	-3.3
O=C1N=C(N2CCOCC2)S/C1=C/c1ccc(-c2ccccc2Cl)o1	3.2
CCOC(=O)C1CCCN(Cc2ccc(OCC)cc2)C1 (stereo not drawn)	1.2
Cc1occc1-c1nnc(SCC(=O)NCc2ccco2)n1CC(C)C	-4.0
COc1ccccc1CNc1nc2nc3c(c(=O)n2[nH]1)CCC3	-4.6
N#CCCn1ccc(NC(=O)c2ccc(Cl)cc2)n1	-0.3
CN(C)CCCNC(=O)Cc1ccc(Br)cc1	2.1
O=S(=O)(Nc1nc2ccccc2nc1NCCO)c1cccc(Cl)c1	-10.5
COc1ccccc1CNC(=O)C[n+]1ccccc1	-5.5
CN(C)C=Nc1ncc2c3ccccc3n(CCN(C)C)c2c1C#N	8.7
O=C(c1ccco1)N1CCN=C1SCc1cccnc1	-2.6
Cc1cccc(Oc2ncnc3oc(-c4ccccc4)cc23)c1C	6.5
CC(C)N=C(NC#N)SCc1ccc(F)cc1	-5.0
CCCc1cc(=O)[nH]c(SCC(=O)Nc2nonc2N)n1	-5.1
CCOC(=O)c1ccc(NC(=O)C2CCCN(S(=O)(=O)c3ccc(F)cc3)C2)cc1 (stereo not drawn)	-24.7
CCOC(=O)c1sc2nc(CC(=O)OC)nc(N3CCN(c4ccc(OC)cc4)CC3)c2c1C	6.2
Cc1ccc(N2CCN(C(=O)CNS(=O)(=O)c3ccc(Br)s3)CC2C)cc1 (stereo not drawn)	1.3
Cc1ccc(C2N(c3ccccc3)C(=S)N3CCCN23)cc1 (stereo not drawn)	-2.6
CC(NC(=O)C1CCCN1S(=O)(=O)c1cccc2nsnc12)c1ccccc1 (stereo not drawn)	2.9
COc1ccccc1NC(=O)c1sc2nc(-c3ccco3)ccc2c1N	25.0
COC(=O)C1ON2OC(C(=O)OC)C(C(=O)OC)C2C1CC(C)=O (stereo not drawn)	-32.3
Cc1cc(C)n(CCc2nc(-c3cc4ccccc4o3)cs2)n1	0.7
O=C(COc1ccc(Cl)cc1)OCC(=O)N1CCCCCC1	-3.3
COC(=O)C1=C(C)NC2=C(C(=O)CCC2)C1c1cn(Cc2ccc(Cl)cc2Cl)nc1-c1ccccc1 (stereo not drawn)	-7.7
(more compounds)
SMILES	ARNT-TACC3 inh
CCC(=O)Nc1ccc(NC(=O)CSc2nnnn2C(C)C)cc1	-6.1
O=C1c2ccccc2C(=O)N1CC#CCN1CCN(C(c2ccccc2)c2ccccc2)CC1	-6.0
C=CCNc1oc(-c2cccc3ccccc23)nc1C#N	-0.6
CN(C)/C=C1\N=C(c2ccc3c(c2)OCO3)OC1=O	-23.0
CCCCc1nc(N2CCOCC2)c(C#N)c2c1CCCC2	-6.7
Cc1ccc2c(c1)C1(SCCS1)C(=O)N2	-6.3
Cc1n[nH]c(C)c1S(=O)(=O)N1CCC(C(=O)O)CC1	-23.1
CCOc1ccccc1Oc1c(C)oc2cc(OC(=O)c3ccco3)ccc2c1=O	23.5
CCCn1c(SCC(=O)Nc2nc(C)c(C(=O)OC)s2)nnc1C(C)C	-3.8
COc1ccc(Cc2nnc(SCC(=O)NCCc3ccccc3)o2)cc1	-3.5
CCCn1c(=O)c(C(=O)NCc2ccncc2)c(O)c2ccccc21	1.0

Of the compounds above, 20 contain an aryl methoxy group:
SMILES	ARNT-TACC3 inh
COc1cc(NC(=O)c2cc3ccccc3o2)c(OC)cc1Cl	-1.6
COc1ccnc(Oc2ccc(F)cc2)c1C(=O)N/C=N/OCc1ccc(F)cc1	-5.0
COc1ccc(-c2ncccc2O)cc1	0.6
COc1ccc2c(c1)C1OCCC1C(c1ccco1)N2 (stereo not drawn)	3.8
COc1cccc(C(=O)CSc2nnc(CNc3nc(-c4ccccc4)cs3)n2C)c1	3.8
COCCCN(C(=O)c1ccco1)c1nc(-c2cc(OC)ccc2OC)cs1	-10.6
COc1ccccc1Nc1nc(-c2ccc([N+](=O)[O-])cc2)nc2ccccc12	-3.1
COc1ccccc1OCCOc1ccc(/C=N/n2cnnc2)cc1	-5.5
COc1ccc(CCC(=O)Nc2nc3ccccc3[nH]2)cc1OC	0.6
COc1ccccc1CC1(C)NC(=O)N(CC(=O)N2CCc3ccccc3C2)C1=O (stereo not drawn)	36.6
COc1ccc(CCn2c(N)cc(=O)[nH]c2=S)cc1OC	0.9
COc1ccc(C(=O)NCC(=O)NCC2(N(C)C)CCCCC2)cc1OC	-4.3
COc1ccc(S(=O)(=O)N2CCCN(CC(=O)Nc3ccc(OC)c(Cl)c3)CC2)cc1	4.5
CCN(Cc1cc2cc(OC)ccc2[nH]c1=O)C(=O)Cc1ccc(OC)cc1	5.6
CCOC(=O)CSc1nnc(CNC(=O)c2cccs2)n1-c1cc(OC)ccc1OC	0.7
COc1ccccc1CNc1nc2nc3c(c(=O)n2[nH]1)CCC3	-4.6
COc1ccccc1CNC(=O)C[n+]1ccccc1	-5.5
CCOC(=O)c1sc2nc(CC(=O)OC)nc(N3CCN(c4ccc(OC)cc4)CC3)c2c1C	6.2
COc1ccccc1NC(=O)c1sc2nc(-c3ccco3)ccc2c1N	25.0
COc1ccc(Cc2nnc(SCC(=O)NCCc3ccccc3)o2)cc1	-3.5

An excerpt. The share of hits here may be higher or lower than overall.
